AmpC inh detg – inhibitors of E. coli AmpC beta-lactamase with detergent. AmpC hydrolysis of nitrocefin, absorbance 480 nm, 0.01% Triton. Potency, µM (titrated, usually from 114 µM), inactives show top-dose activity change, negative = inhibition, most hits filed as inhibitors. actives 0.041% (n = 370,000);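 note: potency is the fitted concentration of half-maximal effect; 0% = no-compound wells and -100% = no-enzyme wells; nearly all actives have a fitted effect of over 25% in size; some results filed as inactive show a strong effect at the top dose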
Target sequence (P00811 whole entry, looked up): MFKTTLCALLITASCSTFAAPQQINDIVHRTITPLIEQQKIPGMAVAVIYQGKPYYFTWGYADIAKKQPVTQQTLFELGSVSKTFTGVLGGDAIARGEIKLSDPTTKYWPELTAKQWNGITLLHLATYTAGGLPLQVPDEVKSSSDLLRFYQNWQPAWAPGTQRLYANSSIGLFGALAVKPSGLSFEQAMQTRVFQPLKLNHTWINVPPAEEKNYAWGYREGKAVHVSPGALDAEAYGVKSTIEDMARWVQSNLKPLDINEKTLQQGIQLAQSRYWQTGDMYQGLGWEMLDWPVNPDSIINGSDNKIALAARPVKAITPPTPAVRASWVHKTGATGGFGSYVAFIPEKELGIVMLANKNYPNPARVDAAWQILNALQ
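20 mM phosphate pH 7.0 + 0.01% (detergent screen) or 0.0001% Triton X-100; 5.3 nM AmpC reagent; cpd preinc 15 min RT; nitrocefin (800 uM stock) to start; A480 q20 s × 4 min; Activity was normalised to no-enzyme and no-compound control wells.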
LmPK inhibitor – LmPK (Leishmania mexicana) enzyme inhibition; Q27686; purified LmPK, Kinase-Glo ATP luminescence, 1 h; Potency, µM (highest dose often 57.5 µM), for the others: at the highest dose activity change, negative = inhibition, actives largely listed as inhibitors; actives 0.37% (n = 290,000); AID 1721; note: potency is the fitted concentration of half-maximal effect
Target sequence (Q27686 whole entry, looked up): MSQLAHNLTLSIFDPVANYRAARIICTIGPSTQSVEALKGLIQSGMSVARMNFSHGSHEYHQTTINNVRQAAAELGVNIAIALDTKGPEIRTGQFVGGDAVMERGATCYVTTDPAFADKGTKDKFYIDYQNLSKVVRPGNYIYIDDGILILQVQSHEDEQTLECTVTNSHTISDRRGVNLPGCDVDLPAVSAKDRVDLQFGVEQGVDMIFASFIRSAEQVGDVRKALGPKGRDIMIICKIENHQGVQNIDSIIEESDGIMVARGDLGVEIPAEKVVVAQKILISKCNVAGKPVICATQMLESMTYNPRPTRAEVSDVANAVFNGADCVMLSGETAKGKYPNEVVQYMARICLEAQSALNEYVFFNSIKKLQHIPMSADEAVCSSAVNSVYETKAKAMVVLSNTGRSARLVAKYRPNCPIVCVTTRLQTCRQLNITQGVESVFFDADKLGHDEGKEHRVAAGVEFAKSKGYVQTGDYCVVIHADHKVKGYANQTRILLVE
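0.1 nM LmPK, 0.5 mM PEP, 0.1 mM ADP; 50 mM imidazole pH 7.2, 7 mM MgCl2, 50 mM KCl; 1 h RT. Kinase-Glo luminescence readout, normalized to no-enzyme (full inhibition) and uninhibited wells.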
HCMV antiviral – blocks human cytomegalovirus replication | actives 4.5% (n = 410,000) | HFF cells, HCMV-luciferase reporter, 72 h; hits give low values | activity change, negative = inhibition, % at 57.5 µM; in the data active = activity change below about -60%; inconclusive = no clear call, values can overlap the other calls; inactive = above about -39%
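Two compound doses tested in HFFs infected with HCMV-luciferase, MOI 1 PFU/cell, 72 h at 37C. Lysate luminescence read with OneGlo; data normalized against buffer-only and 10uM Salinomycin inhibitor controls.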
Tb PYK inh – inhibitors of Trypanosoma brucei pyruvate kinase | Q57TT1 | TbPYK enzyme, Kinase-Glo Plus ATP luminescence, 45 min | Potency, µM (top dose mostly 76.8 µM), without a hit: at the highest dose activity, negative = inhibition, actives largely listed as inhibitors | actives 0.12% (n = 410,000) | AID 624173; note: potency is the fitted concentration of half-maximal effect; nearly all actives have a fitted effect of over 50% in size
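Screened from lowest to highest concentration, compounds were pinned into TbPYK/substrate mixtures, and ADP (130 uM final) was added. Plates sat at room temperature for 45 min prior to Kinase-Glo Plus detection by luminescence.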
HCV inh – inhibitors of hepatitis C virus infection; Huh7.5.1 HCVcc-Cre infection, luciferase reporter, 44 h; Potency, µM (series often up to 41.8 µM), for the others: top-dose activity change, negative = inhibition, usual class: inhibitors; actives 3.4% (n = 340,000); AID 651820; note: potency is the fitted concentration of half-maximal effect
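Luciferase read-out (15 sec integration) after a 15 min room-temperature substrate step quantifies HCVcc-Cre infection. Cells, 1,000 per well, had compound added 4 h post-plating, then virus at ~0.5 moi, and were cultured 44 h.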
AMA1 RON2 block – inhibitors of Plasmodium falciparum AMA1-RON2 interaction | AlphaScreen AMA1-biotinylated RON2 peptide binding | Potency, µM (top dose mostly 58.2 µM), without a hit: top-dose activity change, negative = inhibition, usual class: inhibitors | actives 0.2% (n = 360,000);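 note: potency is the fitted concentration of half-maximal effect; 0% = vehicle wells and -100% = peptide control; nearly all actives have a fitted effect of over 45% in size; some results filed as inactive show a strong effect at the top dose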
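AMA1 (3D7) with his tag at 25 nM final met compounds first, then biotinylated RON2 peptide at 25 nM; detection used donor plus acceptor beads, 10 µg/mL apiece, read by AlphaScreen after 30 min at room temperature.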
AmpC inh no detg – inhibitors of E. coli AmpC beta-lactamase without detergent; P00811; AmpC nitrocefin hydrolysis, absorbance 480 nm, 0.0001% Triton; Potency, µM (titrated, usually from 57.1 µM), without a hit: at the top dose activity change, negative = inhibition, usual class: inhibitors; actives 0.52% (n = 330,000);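 note: potency is the fitted concentration of half-maximal effect; plate controls were no compound for no effect and no enzyme for full effect; nearly all actives have a fitted effect of over 20% in size; some results filed as inactive show a strong effect at the top dose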
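AmpC (5.3 nM in the dispensed reagent) in 20 mM phosphate pH 7.0 with 0.01% (detergent screen) or 0.0001% Triton X-100 was preincubated with compounds for 15 min at room temperature. Nitrocefin was then added from an 800 uM solution, and hydrolysis was followed at 480 nm.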
Starred values were filed as active, the others as inactive; ? = inconclusive; / = no result given; & = joins results of further samples; [ ] = another dose, or the depositor's remark. Unless noted, calls come from the whole dose curve; as a rule, active = well fitted curve in the direction sought with a large enough effect; inconclusive = small, poorly fitted or top-dose-only effect, or another doubt; inactive = no such curve, though single readings can be large; an effect the other way counts as inactive or inconclusive. Unless noted, % is set by controls: 0 for no effect and ±100 for the full control effect.

Every second line gives: AmpC inh detg	LmPK inhibitor	HCMV antiviral	Tb PYK inh	HCV inh	AMA1 RON2 block	AmpC inh no detg
O=C(N[C@@H](Cc1ccccc1)C(=O)O)c1ccc(C(F)(F)F)cc1
 : -7%	0%	6	-3%	2%	-2%	-28%
CCOc1ccc(NC(=O)CSc2nc(C3CC3)nc3ccccc23)cc1
 : -6%	-1%	3	-9%	-23%	-12%	-7%
COc1ccc(NC(=O)CN2C(=O)C(C)(C)c3ccccc32)cc1Cl
 : 2%	/	?	-10%	/	/	/
CN(C)S(=O)(=O)Nc1ccc2c(c1)OCO2
 : ?	1%	8	0%	7%	-5%	-17%
CCCCCN(C(=O)CCC(=O)OC(C)C(=O)c1ccc(Cl)cc1)c1c(N)n(CCCC)c(=O)[nH]c1=O (stereo not drawn)
 : -13%	/	-17	0%	18%	-9%	-50%
O=C1CC(=O)N(Cc2cccs2)C(=O)N1
 : 3%	-10%	-17	0%	9%	6%	-22%
COc1ccc(CNc2ncnc3cc(OC)c(OC)cc23)cc1
 : -3%	2%	1	0%	?	-3%	-9%
CCc1ccc2c(c1)cc(CN(Cc1ccco1)C(C)=O)c1nnnn12
 : -15%	-1%	-7	-6%	?	13%	-12%
CC(=O)C1=C(O)C(=O)N(CCc2c[nH]c3ccccc23)C1c1ccccc1 (stereo not drawn)
 : -2%	5%	12	-3%	16%	-1%	-19%
Cc1cc(=O)cc(C)n1-c1ccc2c(c1)nc(C)n2-c1ccccc1
 : ?	-6%	-4	-1%	?	-1%	0%
Cc1sc2nc(CN3CCCC3)nc(N3CCN(C(=O)c4ccco4)CC3)c2c1C
 : 4%	8%	-10	-1%	?	-4%	50%
CCOC(=O)Cc1[nH]nc2c1C(Cc1ccccc1)C(C#N)=C(N)O2 (stereo not drawn)
 : 2%	-1%	-9	0%	7%	79%[activator]	-19%
CCOC(=O)c1cc[nH]c1CC(=O)NC
 : -14%	-5%	?	1%	4%	-10%	-7%
CC(C)C(=O)O/N=C(\N)c1ccc(Oc2ccc(Cl)cc2)c([N+](=O)[O-])c1
 : -2%	0%	24	4%	?	-15%	-24%
Cc1ccc(COc2ccccc2-c2cc(C(=O)N/N=C/c3cccnc3)[nH]n2)cc1
 : 7%	6%	-2	5%	?	80%[activator]	-28%
Cc1csc(C(=O)O)c1NC(=O)c1c(Cl)cccc1Cl
 : -5%	0%	96	-4%	18%	-3%	-10%
CCOc1ccc(CN(C(=O)c2ccccn2)c2ccc(OC)c(Cl)c2)cc1
 : -8%	8%	-5	1%	?	0%	105%[activator]
COc1ccc(Cn2ccnc2)cc1Br
 : 12%	7%	-13	1%	10%	-11%	/
CSc1nc(N)n2nc(-c3ccc(Cl)cc3)cc2n1
 : -6%	-26%	39	0%	-5%	-2%	-25%
Cc1cc(C)n(-c2cccc(CN3CCC(CO)(Cc4ccccc4)CC3)c2)n1
 : 6%	0%	1	3%	?	1%	75%[activator]
COc1cc(C(=O)NC2CC3CCCC(C2)N3C2CC2)cc(OC)c1OC (stereo not drawn)
 : ?	-5%	26	-8%	-1%	21%	61%
CCCCC(=O)OCc1nc2ccccc2s1
 : 4%	2%	-6	0%	-6%	3%	-8%
O=C(NCCC(=O)N1CCCCCCC1)c1ccc(Br)cc1
 : ?	/	-4	2%	8%	65%[activator]	-7%
COc1cccc(-c2nc(CS(=O)(=O)CC(=O)Nc3cc(F)ccc3F)c(C)o2)c1
 : -2%&5%	-7%	10&-21	5%&1%	?	0%	6%
Cn1c(COc2ccc(Cl)cc2)nnc1SCc1ncc(-c2ccccc2)o1
 : 3%	8%	25	-15%	?	33%	106%[activator]
Cc1cc(C)cc(NC(=O)CN2C(=O)COc3ccc(S(=O)(=O)Nc4ccccc4)cc32)c1
 : 17%	/	21	-13%	/	/	/
CCOc1ccc(/C=N/OCC(=O)NC(c2ccccc2)c2ccccc2)cc1
 : 1%	-4%	-33	-1%	?	-3%	0%
O=C(NC(=S)Nc1cccnc1Cl)c1ccc(Cl)cc1
 : 3%	0%	74	-2%	6%	30%[activator]	-39%
Cc1ccc(CNC(=O)CN2CCN(c3ccc(F)cc3)CC2)cc1
 : -7%	3%	28	1%	0%	8%	115%[activator]
CC(=O)Nc1ccc(SCC(=O)c2ccc(Br)s2)cc1
 : -4%	6%	-29	-22%	-12%	-18%	-43%

Additional compounds.
Every second line gives: AmpC inh detg	LmPK inhibitor	HCMV antiviral	Tb PYK inh	HCV inh	AMA1 RON2 block	AmpC inh no detg
Cc1ccc(C(=O)O/N=C(\N)c2ccccn2)c(Cl)c1
 : -12%	?	-80*	14µM*	-28%	48%[activator]	-4%
O=S(=O)(c1ccccc1)n1nc(-c2ccco2)nc1NCc1ccccc1
 : 8%	/	17	0%	/	/	/
Cc1cc(-c2ccccc2)nc(N/N=C/c2ccc(N(C)C)cc2)n1
 : /	/	-37	-3%	13µM*	-5%	/
O=C1[C@H]2[C@@H](c3ccccc3)N[C@]3(CCCN(Cc4ccc(Br)cc4)C3=O)[C@H]2C(=O)N1Cc1ccccc1
 : /	/	-5	5%	/	-6%	/
CCC(C)[C@H]1CN=C(N)N1CCc1cc(C(F)(F)F)cc(C(F)(F)F)c1 (stereo partly drawn)
 : -3%	7%	-5	-1%	2%	-1%	37%
CCCCOc1ccc(C(C)(O)CCN2CCOCC2)cc1 (stereo not drawn)
 : -18%	1%	-24	-3%	13%	23%	-1%
CN(C)C(=S)SCC(=O)Nc1ccc(Cl)cc1Cl
 : -4%	-1%	?	-6%	-18%	10%	-19%
Cc1ccc(-n2nnnc2SCC(=O)N2CC(=O)Nc3ccccc32)cc1
 : 6%	4%	-1	-4%	-9%	3%	-22%
Cc1ccccc1CNC(=O)C(=O)NCCC1CCCCN1S(=O)(=O)c1ccccc1 (stereo not drawn)
 : 0%	/	-33	-7%	?	2%	-9%
CC1CCN(C(=O)Cn2c(=O)n(CCCC(=O)NCc3ccco3)c(=O)c3sccc32)CC1
 : -1%	5%	30	-6%	12%	16%	0%
CC1(NC(=O)c2ccccc2)CCN(CCc2cccs2)C1=O (stereo not drawn)
 : -5%	/	7	-1%	12%	9%	-14%
O=C(CC(C(=O)O)c1c[nH]c2ccccc12)c1ccccc1 (stereo not drawn)
 : 9%	9%	2	-13%	12%	3%	-22%
CCN(CC)C(=O)c1ccc(NC(=O)c2cccc(C(F)(F)F)c2)cc1
 : ?	-5%	-17	0%	-22%	5%	-3%
O=C(Nc1nc(-c2ccc([N+](=O)[O-])cc2)cs1)c1c(F)cccc1F
 : -2%	0%	-12	-6%	-16%	6%	-12%
O=C(c1ccccc1)C1N=NCC1c1ccc(Cl)cc1 (stereo not drawn)
 : /	/	?	0%	-21%	-6%	/
Cc1cc(C)nc(N/N=C/c2ccccc2OCc2cccc(Br)c2)n1
 : -2%	-2%	30	2%	?	34%[activator]	-37%
CC(NC(=O)C(=O)c1cn(CC(=O)N2CCCC2)c2ccccc12)c1ccccc1 (stereo not drawn)
 : /	/	-4	-8%	/	-7%	/
CN(CC(=O)Nc1ccc(F)cc1)C(=O)c1cccc(S(=O)(=O)N2CCN(c3ccccc3)CC2)c1
 : 6%	0%	-15	3%	-42%	-12%	65%[activator]
COc1cc(C(c2c(O)c3ccccc3oc2=O)c2c(C)n(C)n(-c3ccccc3)c2=O)ccc1OCC(=O)O (stereo not drawn)
 : 8%	/	6	4%	/	/	/
Cc1ccc(C(=O)n2nc(C)c(S(=O)(=O)N3CCOCC3)c2C)cc1
 : 17%	/	-2	4%	/	/	/
CCc1ccc(NC(=O)CC2C(=O)N(c3ccc(C)cc3)C(=O)N2C2CCCC2)cc1 (stereo not drawn)
 : -11%	/	4	3%	/	/	/
CCC1(CC)NC(=O)N(CC(=O)OCC(=O)c2cc(C)c(C)cc2C)C1=O
 : -19%	/	-15	-2%	0%	-7%	39%
CCCCn1c(N)c(N(CCOC)C(=O)CSc2nnc(-c3ccco3)n2CC)c(=O)[nH]c1=O
 : /	/	-12	0%	12%	-9%	-20%
COc1ccc(C2(C)NC(=O)N(CC(=O)N3CCc4ccccc43)C2=O)cc1OC (stereo not drawn)
 : -9%	/	0	-3%	-12%	-6%	-3%
COc1cc2[nH]c(=S)nc(NCCc3ccc(C)cc3)c2cc1OC
 : -9%	0%	3	-12%	4%	52%[activator]	-13%
Cc1ccc(NC(=S)NCCSc2ccc(Cl)cc2)c(C)c1
 : -2%	-1%	-84*	-4%	?	21%	-7%
CCOC(=O)c1cnc2ccc(Cl)cc2c1N1CCN(C)CC1
 : -11%	-6%	14	-12%	-8%	-1%	0%
CS(=O)(=O)c1ccc(C(=O)OCC(=O)NC(=O)C2COc3ccccc3O2)cc1[N+](=O)[O-] (stereo not drawn)
 : /	/	27	1%	?	-5%	-30%
N#CC1=C(N)OC2=C(CN(Cc3ccccc3)C/C2=C\c2cccnc2)C1c1cccnc1 (stereo not drawn)
 : -5%	1%	-32	0%	3%	2%	-1%
O=C(COc1ccc2ccc(=O)oc2c1)N1CCN(C(=O)C2COc3ccccc3O2)CC1 (stereo not drawn)
 : -1%	2%	12	2%	?	-4%	30%

Filtered by structure, those above with a CF3 group.
Every second line gives: AmpC inh detg	LmPK inhibitor	HCMV antiviral	Tb PYK inh	HCV inh	AMA1 RON2 block	AmpC inh no detg
O=C(N[C@@H](Cc1ccccc1)C(=O)O)c1ccc(C(F)(F)F)cc1
 : -7%	0%	6	-3%	2%	-2%	-28%
CCC(C)[C@H]1CN=C(N)N1CCc1cc(C(F)(F)F)cc(C(F)(F)F)c1 (stereo partly drawn)
 : -3%	7%	-5	-1%	2%	-1%	37%
CCN(CC)C(=O)c1ccc(NC(=O)c2cccc(C(F)(F)F)c2)cc1
 : ?	-5%	-17	0%	-22%	5%	-3%

(listing goes on)
Every second line gives: AmpC inh detg	LmPK inhibitor	HCMV antiviral	Tb PYK inh	HCV inh	AMA1 RON2 block	AmpC inh no detg
CN1C(N)=NC(=O)/C1=C/c1ccc(OC(F)(F)F)cc1
 : ?	11%	-13	-4%	19%	-3%	-8%
COc1ccccc1OCCCn1cc(C#N)c2ccccc21
 : -9%	1%	29	3%	?	16%	1%
O=C(O)CCCNC(=O)c1cccc(C(=O)NCCCC(=O)O)n1
 : ?	-7%	-24	2%	22%	34%[activator]	-19%
CN(C(=O)COC(=O)c1cc(S(=O)(=O)N2CCOCC2)c(Cl)cc1Cl)C1CCS(=O)(=O)C1 (stereo not drawn)
 : 5%	1%	-4	4%	-9%	-26%	7%

From PubChem BioAssay
